Compound activity: PubChem BioAssay, National Center for Advancing Translational Sciences (NCATS)
Gal4-VP16 FLuc: Gal4-VP16 reporter inhibition counter-screen. actives 3.5% (n = 310,000). Potency, µM (highest dose often 53.6 µM), for inactives: at the top dose activity, negative = inhibition, hits mostly inhibitors. Drosophila S2 Gal4-VP16 UAS-luciferase, luminescence, 20 h;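 further: Gal4-VP16 expression switched on by copper sulfate through the metallothionein promoter; nearly all actives have a fitted effect of over 50% in size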
RORgamma inh: inhibitors of mouse ROR gamma transcriptional activity; P51450; actives 5.4% (n = 310,000); Drosophila S2 Gal4-RORgamma UAS-luciferase reporter, 20 h; Potency, µM (highest dose often 53.6 µM), for inactives: top-dose activity change, negative = inhibition, usual class: inhibitors; further: nearly all actives have a fitted effect of over 60% in size
Target sequence (P51450 whole entry, looked up, the tested form may be a part): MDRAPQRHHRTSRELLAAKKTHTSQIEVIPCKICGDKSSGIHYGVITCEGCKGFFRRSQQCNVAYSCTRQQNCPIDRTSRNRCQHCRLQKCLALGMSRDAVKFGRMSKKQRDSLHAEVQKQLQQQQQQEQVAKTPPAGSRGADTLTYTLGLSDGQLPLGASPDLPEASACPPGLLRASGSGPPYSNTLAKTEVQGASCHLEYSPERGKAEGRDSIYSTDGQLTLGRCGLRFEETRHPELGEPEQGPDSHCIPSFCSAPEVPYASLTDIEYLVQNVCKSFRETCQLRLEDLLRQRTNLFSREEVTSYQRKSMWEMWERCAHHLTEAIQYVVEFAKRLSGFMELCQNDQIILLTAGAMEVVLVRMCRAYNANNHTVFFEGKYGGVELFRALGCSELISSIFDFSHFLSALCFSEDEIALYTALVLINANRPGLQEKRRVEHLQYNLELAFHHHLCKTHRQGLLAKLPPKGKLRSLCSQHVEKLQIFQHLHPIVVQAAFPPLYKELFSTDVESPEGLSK
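Stably transfected Drosophila Schneider cells are the test system, with ROR gamma fused to Gal4 and luciferase under UAS control; luminescence is read after 20 hr of 700 uM copper sulfate induction at ambient temperature.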
The depositor's hits bear a star; ? = inconclusive; & = joins results of further samples; [ ] = remark or other dose. The call rests on the fitted dose curve; in most records, active means well fitted curve in the direction sought with a large enough effect; inconclusive means small, poorly fitted or top-dose-only effect, or another doubt; inactive means no such curve, though single readings can be large; an effect the other way counts as inactive or inconclusive. On the % scale 0 is the no-effect control and ±100 the full control effect; potency means the concentration at half of the fitted maximal effect. The list is partial (hit frequency here may not be typical).

canonical_smiles	Gal4-VP16 FLuc	RORgamma inh
COc1ccc2c(c1)C(=O)[C@@H](OC(=O)Nc1ccc(C)c(Br)c1)[C@H](c1ccc(OC)c(Br)c1)O2	-17%	22%
C=C(CC1([C@@H](NP(=O)(c2ccccc2)c2ccccc2)[C@H]2C[C@@H]2CCCC)CC1)c1cccc(OC)c1	?	-10%
CCCCC(C)(O)C/C=C/[C@H]1[C@H](O)CC(=O)[C@@H]1CCCCCCC(=O)O (stereo partly specified)	-15%	-14%
CCOC(=O)C1=CN(C(=O)OC(C)(C)C)C(CN2C(=O)COCC2=O)C1 (stereo unspecified)	?	-25%
O=C(NCCC[N+]1=CC=N[C@H]1c1ccccc1)N1CCCc2nc(-c3ccc(Br)cc3)ccc21	-8%[10 µM]	2%[10 µM]
CCOC(=O)O[C@]1(C(=O)COC(=O)CC)CC[C@@H]2[C@@H]3CCC4=CC(=O)C=C[C@@]4(C)[C@H]3[C@H](O)C[C@]21C	-11%[17 µM]	-19%[2.98 µM]
C=C1C2CC[C@]3(CCC4[C@@]5(C)CCC[C@@]4(CN(CCO)C5)[C@@H]3C2)[C@@H]1O (stereo partly specified)	-11%	16%
CS(=O)(=O)Nc1cccc(-c2nc(NCc3cccs3)c3ccccc3n2)c1	-18%	?
COc1ccc(-c2nc3cnc(N4CCN(C)CC4)nc3n(C3CC3)c2=O)cc1	-3%	-12%
CC(C)CN1CCC(=O)N(C(CSc2ccc(Br)cc2)Cc2ccccc2)CC1 (stereo unspecified)	-11%	?
CC(=O)Oc1ccc2c(c1OC(C)=O)OCC1(O)Cc3c(cc(OC(C)=O)c(OC(C)=O)c3OC(C)=O)C21 (stereo unspecified)	-14%	-37%
COCCn1c(=O)c(-c2ccccc2)nc2cnc(Nc3cccc(OC)c3)nc21	-2%	27%

(continued)
canonical_smiles	Gal4-VP16 FLuc	RORgamma inh
c1ccc(Nc2ncncc2-c2ccoc2)cc1	12%	5%
CN(Cc1ccco1)c1ncncc1-c1ccc2c(c1)OCO2	-9%	-16%
CNC1C(O)C(OC2C(NC(=O)C(O)CN)CC(N)C(OC3OC(CN)C(O)C(O)C3O)C2O)OCC1(C)O (stereo unspecified)	0%	11%[10 µM]
COc1c2ccoc2nc2c(OC)c(O[C@@H]3O[C@H](C)[C@@H](O)[C@@H](O)[C@H]3O)ccc12	2%	-23%
O=C1C(Cl)=C(NCCN2CCOCC2)C(=O)c2ncccc21	2.8µM*	4.5µM*
Cc1ccccc1-c1cncnc1NCc1cccnc1	-1%	0%
CCCNC(=O)OC[C@@H]1O[C@H](c2ccccc2)C=C[C@@H]1Oc1ccc(OC)cc1	-7%[10 µM]	20%[10 µM]
CCOC(c1cc(OC)cc([N+](=O)[O-])c1OC)C(C)C(OC)[C@@H](C)/C=C/CC(=O)OC (stereo partly specified)	-10%[10 µM]	-11%[10 µM]
Cc1noc(C)c1C(=O)N1CCC2(CCCN(C(=O)Nc3cccc(F)c3)C2)CC1	7%	9%
CN(C)C(=O)c1ccc(-c2cncnc2N(C)Cc2ccco2)cc1	-14%	22%
COc1ccc(-n2c(=O)c(-c3cc(F)cc(F)c3)nc3cnc(N4CCNCC4)nc32)cc1	?	?
CCN1C(C)=C(C(=O)OC)C(c2ccccc2)N2C(=O)[C@](O)(C(=O)OC)C(c3ccccc3)C(C(C)=O)=C12 (stereo partly specified)	1%[10 µM]	-29%[10 µM]

In a second layout: four of the compounds above
Values run as follows: Gal4-VP16 FLuc, RORgamma inh
- COc1c2ccoc2nc2c(OC)c(O[C@@H]3O[C@H](C)[C@@H](O)[C@@H](O)[C@H]3O)ccc12
  2%, -23%
- O=C1C(Cl)=C(NCCN2CCOCC2)C(=O)c2ncccc21
  2.8µM*, 4.5µM*
- Cc1ccccc1-c1cncnc1NCc1cccnc1
  -1%, 0%
- CCCNC(=O)OC[C@@H]1O[C@H](c2ccccc2)C=C[C@@H]1Oc1ccc(OC)cc1
  -7%[10 µM], 20%[10 µM]

Next part:
canonical_smiles	Gal4-VP16 FLuc	RORgamma inh
CCC[C@H](NC(C)=O)C(=O)N[C@H]1CC(=O)ONCCCC[C@@H](C(N)=O)NC(=O)[C@H](Cc2c[nH]c3ccccc23)NC(=O)[C@H](CCCN=C(N)N)NC(=O)[C@@H](Cc2ccc3ccccc3c2)NC(=O)[C@H](Cc2cnc[nH]2)NC1=O	7%	2%
O=c1cnc2cnc(Oc3ccccc3)nc2n1C[C@H]1CCCO1	2%	?
O=C(Nc1ccc(O)cc1)c1ccccc1O	5%	17%[10 µM]
CC(=O)CC(=O)[C@@]1(O)CC[C@@H]2[C@@H]3C=C(C)C4=CC(=O)CC[C@@H]4[C@H]3CC[C@]21C	-5%[17 µM]	-27%[16.9 µM]
C/C(Nc1ccc2oc(=O)ccc2c1)=C1/C(=O)CC2[C@@H]1C2(C)C (stereo partly specified)	-10%	-1%
CC=C(Cl)Cl	9%	20%
COc1cc(C2CC(=O)Oc3cc(C)c(Cl)cc32)cc(OC)c1OC (stereo unspecified)	3%	?
Cc1noc(C)c1-c1cc(N2CCNCC2)ncn1	7%	-14%
COCCNc1nc(-c2ccccc2OC)nc2ccccc12	-25%	4%
COC(=O)Nc1nc2ccc(C(=O)c3ccccc3)cc2[nH]1	-20%	30%
CCN(CC)CCOC(=O)c1cccnc1	-15%	23%
CO[C@H]1COC(=O)[C@H](C)COC(=O)[C@@H](Cc2ccccc2)NC(=O)C/C=C\[C@H]1C	11%[10 µM]	10%[10 µM]

(continued)
canonical_smiles	Gal4-VP16 FLuc	RORgamma inh
CC(C)CC(NC(=O)CN)C(=O)NC(Cc1ccccc1)C(=O)O (stereo unspecified)	-24%	11%
C[C@]12C=CC(=O)N[C@@H]1CC[C@@H]1C2CC[C@]2(C)C(C(=O)Nc3cc(C(F)(F)F)ccc3C(F)(F)F)CC[C@@H]12 (stereo partly specified)	-29%	2%[10 µM]
COc1ccc2[nH]cc(CCNc3nc(-c4c(C)noc4C)nc4ccccc34)c2c1	7%	17%
CO[C@@H]1COC(=O)[C@H](C)NC(=O)[C@@H](C)COC(=O)[C@H](C)NC(=O)C/C=C\[C@H]1C	-6%[10 µM]	5%[10 µM]
N#Cc1ccc(NCCNCC(=O)N2N=CCC2C#N)nc1 (stereo unspecified)	-5%	-20%
O=C(Oc1ccccc1)N1CCC2(CC1)CCN(c1ccccc1)CC2	-18%	45%
CC(C=O)Cc1ccc(C(C)(C)C)cc1 (stereo unspecified)	-1%	25%
O=C(/C=C/c1ccccc1)c1ccc(O)cc1	?	11µM*
CC(Oc1ccccc1)C(=O)NC1C(=O)N2C(C(=O)O)C(C)(C)S[C@@H]12 (stereo partly specified)	-1%	-14%
COc1cc2cc3c4c(cc(OC)c(OC)c4c2cc1OC)CCN3C	-6%	2.8µM*
C/C(CCN1CCCCc2nc(C)c(C)cc21)=N\O[C@@H](C)CN1CCCc2nc(C)c(C)cc21	3%[10 µM]	16%[10 µM]
COc1ncc2nc(-c3cc(F)cc(F)c3)c(=O)n(C)c2n1	-1%	-25%

More entries:
canonical_smiles	Gal4-VP16 FLuc	RORgamma inh
CC(C)(C)c1ccc(S(=O)(=O)/C=C\C#N)cc1	0.79µM*	0.63µM*
O=C(O)c1cc(C(=O)O)c(C(=O)N(Cc2cccc(Oc3ccccc3)c2)[C@H]2CCCc3ccccc32)cc1C(=O)O	3%	2%
CS(=O)(=O)c1ccc(-c2cc(Br)sc2-c2ccc(F)cc2)cc1	3%	20%
COc1cc2c(cc1OC)C1(O)C(=O)c3ccc(O)c(C(=O)O)c3OC1CO2 (stereo unspecified)	7%	-8%
CN(N=O)C(=O)N[C@H]1C(O)OC(CO)[C@@H](O)[C@H]1O (stereo partly specified)	-8%	-17%
COc1ccc2[nH]cc(CCNc3ncncc3-c3ccccc3C)c2c1	?	47%
CCc1c2c(nc3ccccc13)OC(C)C2 (stereo unspecified)	-1%	0%
CC(=O)NCCCC[C@H](NC(=O)OC(C)(C)C)C(=O)Nc1ccc2c(C(F)(F)F)cc(=O)oc2c1	-2%	2%
O=C(O)CC/C=C\C[C@@H]1CO[C@H](c2ccccc2Cl)O[C@@H]1c1ccccc1O	1%	13%
COc1cccc(Nc2ncc3nc(-c4ccccc4)c(=O)n(C)c3n2)c1	4%	-7%
COc1ccc2c(c1)C(=O)[C@@H](OC(=O)NCCc1ccc(OC)c(OC)c1)[C@H](c1ccc(OC)c(Br)c1)O2	-3%	-13%
CN1CCN(c2ncc3nc(-c4cccc(C#N)c4)c(=O)n(C)c3n2)CC1	-11%	-20%

Continuation.
canonical_smiles	Gal4-VP16 FLuc	RORgamma inh
CC(C)[C@@H](OCc1ccccc1)[C@H](C)/C=N\O[C@@H](C)c1cn([C@H](CO)Cc2ccccc2)nn1	1%&0%[10 µM]	-9%&19%[10 µM]
NCCNCCNCCNCCN	-4%&-12%	-3%[10 µM]
COc1ncc2nc(-c3cn(C)c4ccccc34)c(=O)n(CCC#N)c2n1	0%	9%
O=C(/C=C/c1ccc(OCc2ccccc2)cc1)c1cccs1	-4%	-36%
C=CCN1C(=CCO)[C@H]2C[C@H]3[C@@H]1CC[C@@]31c3ccccc3N3C=C4[C@@H]5N(/C=C/2[C@H]31)c1ccccc1[C@]51CC[C@H]2[C@H]1C[C@@H]4/C(=C/CO)N2CC=C	-21%[17 µM]	-3%[2.98 µM]
O=C(c1csnn1)N1CCC[C@@]2(CCN(c3ccncc3)C2)C1	-7%	-14%
CCCCC/C=C\C/C=C\CC1OC1C/C=C\CCCC(=O)O (stereo unspecified)	2%	-5%
O[C@@H]1CCN2Cc3ccccc3N=C12	-7%	-2%
N#Cc1ccccc1-c1ccc2ncnc(N3CCNCC3)c2c1	-2%	24%
COc1ccc(-n2c(=O)cnc3cnc(N4CCOCC4)nc32)cc1	-16%	5%
CCOC(=O)CN(Cc1cc(OC)cc(N(C)C)c1OC)C(=O)C1CC(CO[Si](C)(C)C(C)(C)C)=CN1C(=O)OC(C)(C)C (stereo unspecified)	-19%	27%
c1ccc(C(c2ccccc2)N2CCC3(CCNCC3)CC2)cc1	-14%	?

Later entries
canonical_smiles	Gal4-VP16 FLuc	RORgamma inh
COC(c1ccccc1)C(C)C(OC)C(C)C(OC)C(C)C(C)=O (stereo unspecified)	-10%[10 µM]	-15%[10 µM]
COc1ccc(C(=O)N2CCC3(CC2)CCN(c2ncccn2)CC3)cc1	-10%	3%
Cn1c(=O)[nH]c(=O)c2[nH]cnc21	4%	3%
O=C(O)C1CCC[C@@H]2[C@@H]3CC(CN12)[C@@H]1CCCCN1C3 (stereo partly specified)	-1%	-13%
CCCC[C@H]1C2=C3[C@@H](CC(C(=O)OC)=C[C@@H](C(=O)OC)[C@H]3C(C)(C)C2=O)n2c(=O)n(C)c(=O)n21	-2%	34%
C/C=C/OC(=O)NC(c1ccccc1)[C@@]1(C(=O)OCC)CCCC1=O (stereo partly specified)	4%[10 µM]	1%[10 µM]
COc1c(O)c2c(=O)cc(OC)c3c4c(OC)cc(=O)c5c(O)c(OC)c6c(c(c1C[C@@](C)(O)[C@H]6C(C)=O)c23)c54	?	?
C#CCCCCCCCCCCCC(=O)CC(O)COC(C)=O (stereo unspecified)	-2%	0%
C[C@@H]1/C=C\CC(=O)OC[C@H]2O[C@@H](C=C[C@@H]2O)[C@H](C)/C=C\CC(=O)OC1	-7%[10 µM]	-14%[10 µM]
O=C(O)CO.[NH2-].[NH2-].[Pt+2]	-2%	1%
COc1ncc2nc(-c3ccccc3)c(=O)n(CCC#N)c2n1	-9%	-10%
NCC[C@H](O)C(=O)N[C@@H]1C[C@H](N)[C@@H](O[C@H]2O[C@H](CN)CC[C@H]2N)[C@H](O)[C@H]1O[C@H]1O[C@H](CO)[C@@H](O)[C@H](N)[C@H]1O	5%	6%

Continuation.
canonical_smiles	Gal4-VP16 FLuc	RORgamma inh
N#Cc1ccc(CN2CCC3(CC2)CCN(C(=O)c2ccncc2)CC3)cc1	0%	-18%
COc1ccccc1CN1CC[C@@]2(CCCN(C(=O)c3cnccn3)C2)C1	1%	-33%
CC(C)=CCC/C(C)=C/CO/N=C1/C[C@@H](O)[C@@H](O)[C@@H]2[C@@H]3C(=O)N([C@@H](C)c4ccccc4)C(=O)[C@H]3CC[C@@H]12	15%[10 µM]	-4%[10 µM]
C[C@H]1CCCC(=O)CCC/C=C/c2c(O)cc(O)cc2C(=O)O1	?	-3%
CCOC(=O)N/N=C1/C[C@@H](O)[C@@H](O)[C@@H]2[C@H]3C(=O)N(c4ccc(F)cc4F)C(=O)[C@@H]3CC[C@H]12	2%[10 µM]	-5%[10 µM]

Complete entries as entered above:
C[C@H]1CCCC(=O)CCC/C=C/c2c(O)cc(O)cc2C(=O)O1 as listed: Gal4-VP16 FLuc: ?; RORgamma inh: -3%
CC(C)=CCC/C(C)=C/CO/N=C1/C[C@@H](O)[C@@H](O)[C@@H]2[C@@H]3C(=O)N([C@@H](C)c4ccccc4)C(=O)[C@H]3CC[C@@H]12 as listed: Gal4-VP16 FLuc: 15%[10 µM]; RORgamma inh: -4%[10 µM]
